Compound activity from PubChem BioAssay.
Mcl1-Noxa inh = Mcl-1/Noxa binding inhibitors, primary screen, biochemical, TR-FRET, 1536-well; inhibition, % at 21.7 µM; 1.5% of 220,000 active; TR-FRET Mcl-1/Noxa peptide binding, 2 h; Induced myeloid leukemia cell differentiation protein Mcl-1 (Homo sapiens), Q07820;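 active means compounds that cut the protein-peptide binding signal by more than 50% relative to plate controls in a single-dose test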;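 further: His-tagged Mcl-1 with rhodamine Noxa BH3 peptide and terbium anti-His antibody; 0% = Mcl-1 plus Noxa peptide wells and 100% = peptide-only wells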
Target sequence (Q07820 whole entry, looked up): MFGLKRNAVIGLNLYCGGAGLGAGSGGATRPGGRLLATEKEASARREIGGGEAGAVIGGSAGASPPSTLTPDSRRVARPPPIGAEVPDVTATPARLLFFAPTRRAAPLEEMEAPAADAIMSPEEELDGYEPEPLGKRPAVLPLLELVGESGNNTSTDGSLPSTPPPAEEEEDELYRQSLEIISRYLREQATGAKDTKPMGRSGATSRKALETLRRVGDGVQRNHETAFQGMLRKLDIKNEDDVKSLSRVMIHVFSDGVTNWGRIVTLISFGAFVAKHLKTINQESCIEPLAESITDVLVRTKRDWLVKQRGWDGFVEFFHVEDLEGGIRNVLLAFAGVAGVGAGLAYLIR
GSH fluor = compound fluorescence on glutathione beads, profiling panel, artefact control, biophysical, 488/530 nm, flow cytometry. fluorescence (KMESF) at 10 µM. GSH beads flow cytometry, compound fluorescence 488/530 nm; stronger effect = higher value. AID 1776, 2009. 0.25% of 190,000 active; in the data active means fluorescence above about 89;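 further: glutathione beads carrying GST-tagged Bcl family fusion proteins plus one bare bead set; values are compound well signal with DMSO vehicle wells as background; inactives centre near 16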
Rab7 wt modul = modulators of GTP binding to Rab7, primary screen, biochemical, wildtype, multiplex bead flow cytometry. GTP binding activity (percent of control), % at 10 µM. Rab7 GTPase wild type (dog), Bodipy-FL-GTP binding. 0.055% of 190,000 active. GST-Rab7 beads, fluorescent GTP binding; actives lie on both sides; untreated = 100%, excess cold GTP = 0%;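 active means fluorescent GTP binding to Rab7 beads changed by at least 20 points from the 100% baseline, either direction, mostly lower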;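 further: median green fluorescence of bound Bodipy-FL-GTP per Rab7 bead population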
Pf gamet viab = late stage P. falciparum gametocyte viability inhibitors, primary screen, ATP luminescence, HTS; 0.065% of 150,000 active; AID 743093, 2013; P. falciparum stage V gametocytes, 24 h; inhibition, % at 10.9 µM;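 active means inhibition above the mean plus 3 SD of compounds within the control limits, set per campaign, cut at about 38% in these data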;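 further: 0% = DMSO wells and 100% = medium only without gametocytes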
Cdc42 wt GTP = modulators of GTP binding to wildtype Cdc42, primary screen, biochemical, multiplex bead flow cytometry, Bodipy-GTP; Cell division control protein 42 homolog (Homo sapiens), P60953; GST-Cdc42 beads; actives lie on both sides; percent activity (GTP binding), % at 10 µM; 0.2% of 190,000 active; AID 761, 2007;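 active means percent activity GTP binding at least 20 points away from the 100% baseline, either down as inhibitor or up as activator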;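 further: median bead fluorescence of bound Bodipy-FL-GTP at 100 nM; 0% = excess unlabeled GTP control and 100% = no compound control; below 100% means less GTP binding so inhibitor and above means activator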
Target sequence (P60953 whole entry, looked up): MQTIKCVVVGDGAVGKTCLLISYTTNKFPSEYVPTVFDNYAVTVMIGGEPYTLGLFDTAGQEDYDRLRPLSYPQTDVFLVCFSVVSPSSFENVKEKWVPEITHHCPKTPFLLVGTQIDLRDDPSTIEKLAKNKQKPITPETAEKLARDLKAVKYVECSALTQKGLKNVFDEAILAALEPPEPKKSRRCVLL
HRas wt GTP = modulators of GTP binding to HRas wildtype, primary screen, biochemical, bead-based flow cytometry, multiplex; GST-Ras wt beads, Bodipy-FL-GTP binding; actives lie on both sides; GTP binding activity, % at 10 µM; 0.14% of 190,000 active; AID 759, 2007;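 active means GTP binding activity at least 20% away from the 100% baseline, either lowered as inhibitor or raised as activator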;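 further: 0% = unlabeled GTP competition control and 100% = no-compound control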
Target sequence (P01112 whole entry, looked up): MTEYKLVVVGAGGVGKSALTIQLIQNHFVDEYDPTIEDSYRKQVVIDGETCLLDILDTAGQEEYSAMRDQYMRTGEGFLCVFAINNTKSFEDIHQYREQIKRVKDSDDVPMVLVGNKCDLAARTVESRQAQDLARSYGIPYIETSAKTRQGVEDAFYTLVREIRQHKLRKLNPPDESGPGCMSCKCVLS
Rac1 mut GTP = GTP binding modulators of activated mutant Rac1, primary screen, biochemical, bead-based flow cytometry, multiplex, fluorescent GTP; Ras-related C3 botulinum toxin substrate 1 (Homo sapiens), P63000; GST-Rac1 activated beads; actives lie on both sides; 100% means binding = to untreated wells; percent activity (GTP binding), % at 10 µM; 0.11% of 190,000 active;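 active means GTP binding at least 20 percentage points away from the 100% baseline, in either direction, so actives lie on both sides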
Avidin fluor = green autofluorescence of compounds with avidin beads – biophysical, 488/530 nm, flow cytometry, artefact control, profiling panel. fluorescence (KMESF) at 10 µM. compound fluorescence 488/530 nm; stronger effect = higher value. 0.38% of 220,000 active; in the data active means fluorescence above about 47; further: inactives centre near 10
Rac1 wt modul = wildtype Rac1 GTP binding modulators, primary screen, biochemical, GST-Rac1 beads, flow cytometry, multiplex | fluorescent GTP binding; actives lie on both sides; 0 = cold GTP competed, 100 = untreated | GTP binding activity (% of control), % at 10 µM | 0.27% of 190,000 active;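 active means GTP binding activity at least 20 points away from the 100% control level, either lower or higher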
Rab2A wt mod = modulators of GTP binding to Rab2A wildtype, primary screen, biochemical, dog, bead-based flow cytometry, multiplex | GTP binding activity, % at 10 µM | 0.19% of 190,000 active | GST-Rab2 wt beads, Bodipy-GTP binding | Ras-related protein Rab-2A (Canis lupus familiaris), P61105;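 active means GTP binding activity at least 20 points away from 100%, either lowered or raised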;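 further: 0% = beads with excess unlabeled GTP and 100% = no-compound control corrected for plate trend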
Mcl1-Bid inh = Mcl-1/Bid binding inhibitors, primary screen, biochemical, TR-FRET, 1536-well; TR-FRET Mcl-1/Bid-Dy647 peptide binding; inhibition, % at 21.7 µM; 0.97% of 220,000 active;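 active means compounds that cut the binding signal by more than half at the single screening dose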;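 further: His-tagged Mcl-1 with europium anti-His antibody binding Bid BH3 peptide; 0% = Mcl-1 plus peptide wells and 100% = peptide-only wells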
* hit, by the source's call; nt = no result given.

SMILES	Mcl1-Noxa inh	GSH fluor	Rab7 wt modul	Pf gamet viab	Cdc42 wt GTP	HRas wt GTP	Rac1 mut GTP	Avidin fluor	Rac1 wt modul	Rab2A wt mod	Mcl1-Bid inh
COc1ccccc1C1CC(c2cccs2)=Nc2ccccc2S1 (stereo not given)	-5	36	101	nt	103	101	99	7	104	100	6
CCN(CC)CCNC(=O)c1ccc(NC(=O)Cc2ccccc2F)cc1	-13	7	93	-7	92	90	92	28	94	92	-27
CCOC(=O)N1CCC(NC(=O)c2cn(-c3ccc(OC)cc3)c(=O)c3ccccc23)CC1	-7	25	98	nt	98	99	97	17	96	98	-2
CCN(Cc1ccccc1)C(c1ccncc1)c1nnnn1C(C)(C)C (stereo not given)	10	27	102	nt	100	99	97	49*	106	99	-9
N/C(=N\OC(=O)CCCN1C(=O)c2ccccc2C1=O)c1ccc(Cl)cc1	-4	7	100	nt	102	99	97	9	107	98	-10
Cc1cccc(N2CC3=C(C2=O)C(c2ccccc2)NC(=O)N3C)c1 (stereo not given)	-2	8	99	nt	99	99	98	11	99	100	2
NC(=O)C1CC(=O)N(Cc2ccc3c(c2)OCO3)C(=Nc2ccccc2)S1 (stereo not given)	-3	36	104	-13	99	100	95	14	103	102	-24
Cc1ccc([N+](=O)[O-])cc1NC(=O)CN1CCC(C)CC1	4	18	97	nt	104	104	101	15	102	103	-10
CC1(C)CC(=O)C2=C(C1)OC(N)=C(C#N)C21C(=O)N(CN2CCOCC2)c2ccccc21 (stereo not given)	15	38	100	nt	100	99	96	16	105	98	-8
Cc1ccc(C(O)(C(=O)NN(C(=O)c2ccccc2)c2ccccc2)c2ccc(C)cc2)cc1	6	17	99	-23	99	100	99	15	102	98	-12
S=c1[nH]ccn1-c1cccc(Cl)c1	27	9	98	4	99	97	98	16	102	98	-47
CCOc1ccc(NC(=O)CNC(=O)c2ccc(OC)c(OC)c2)cc1	11	11	99	nt	105	104	100	8	105	103	1
CCSc1ccc(-c2ccc(C)cc2)nn1	10	26	104	-22	100	101	95	10	102	101	0
CCCNC(=O)c1ccccc1NC(=O)CN(c1ccccc1OCC)S(C)(=O)=O	2	32	100	10	99	99	95	4	100	98	-11
COc1cccc(-c2nc(CC(=O)O)cs2)c1OC	5	15	96	nt	95	95	93	9	93	93	0
Cc1ccc(C(=O)N2CCN(S(=O)(=O)c3ccccc3[N+](=O)[O-])C2)cc1	-6	10	97	28	102	99	96	13	102	101	-1
COC(=O)[C@@]1(Cc2ccc(F)cc2)[C@H]2c3cc(C(=O)N(C)C)n(Cc4ccccn4)c3C[C@H]2CN1C(=O)c1ccccc1	17	17	99	nt	100	100	100	6	105	101	-7
CC(C)c1ccc(NCCC(=O)c2ccc(Br)cc2)cc1	-18	16	97	-6	102	98	96	12	102	98	41
Cc1cccc(C)c1NS(=O)(=O)c1ccc(F)cc1	2	17	95	nt	98	98	96	32	97	96	3
O=C(/C=C/c1ccccc1)NC(=S)Nc1ccc(N2CCOCC2)c(Cl)c1	-1	11	95	8	99	98	96	36	96	96	-8
COc1cccc(Cn2c(NCc3ccco3)nc3c2c(=O)n(C)c(=O)n3C)c1	11	51	99	18	104	103	102	4	110	102	-29
COc1nc(NCCO)nc(Nc2ccc([N+](=O)[O-])cc2)n1	16	19	103	nt	99	97	98	6	97	97	-59
Nc1cc(=O)nc(SCc2ccccc2)n1Cc1ccco1	11	34	103	10	104	102	100	15	103	100	-28
O=C(N/N=C/c1cccc(Br)c1)c1ccc(Br)cc1	5	8	94	2	99	94	96	26	94	95	-4
Cc1ccc(Cn2nnnc2CN2CCC(O)(c3cccnc3)CC2)cc1	3	13	96	4	101	96	96	8	101	101	15
COc1ccc(CCNC(=O)CSc2nnnn2-c2ccccc2)cc1	16	39	92	nt	89	91	89	12	86	90	-19
CC(C)NCCCOc1ccc(C(C)(C)c2ccccc2)cc1	4	14	104	nt	108	105	98	16	103	103	17
CSc1ccc(C#N)cc1NC(=O)c1ccc(Cl)nc1	-18	12	108	-7	97	99	95	10	97	99	-21
COCCn1nnnc1C(c1ccc(C(F)(F)F)cc1)N1CCOCC1 (stereo not given)	2	14	101	0	100	101	99	35	101	100	-1
Cc1c(Cl)c([N+](=O)[O-])nn1CCCC(=O)Nc1cc(Oc2ccccc2)cc([N+](=O)[O-])c1	6	12	98	13	100	99	96	26	103	96	1
COc1ccc(C(=O)c2oc3ccccc3c2N)cc1	14	25	105	nt	105	105	100	16	108	104	-32
COc1ccccc1NC(=O)CCC(=O)N/N=C(/C)c1ccc(C)cc1	1	13	97	-2	97	98	98	7	101	98	7
COC(=O)N/N=C/c1cc(C)n(-c2ccccc2)c1C	21	13	99	-4	96	97	99	14	97	99	-40
Nc1cc(N2CCCCC2)c(Cl)cc1[N+](=O)[O-]	-11	29	99	11	99	99	97	6	100	100	-15
N#C/C(=C\c1ccccc1)c1ccccn1	-10	13	94	16	94	95	92	9	97	97	-24
S=C1NC2=C(CCCC2=C2SCCCS2)C(c2ccccc2)N1 (stereo not given)	-57	7	92	6	93	92	90	20	89	94	-23
Nc1nnc(CCN2C(=O)CSC2=O)s1	-4	19	96	8	106	104	99	7	103	102	-19
CC1CCCCN1c1ncnc2ccccc12 (stereo not given)	12	20	103	nt	102	100	100	13	102	101	-6
COc1ccc(/C=N/N2CCN(c3ccncc3S(=O)(=O)N3CCCCC3)CC2)cc1	8	36	93	-4	96	95	94	2	96	94	-37
O=C(O)[C@@H]1CCCC[C@@H]1C(=O)N1CCc2ccccc2C1CN1C(=O)c2ccccc2C1=O (stereo not given in full)	-1	5	93	nt	98	97	97	8	98	96	-11

Record cards, as listed above. Values in the order: Mcl1-Noxa inh, GSH fluor, Rab7 wt modul, Pf gamet viab, Cdc42 wt GTP, HRas wt GTP, Rac1 mut GTP, Avidin fluor, Rac1 wt modul, Rab2A wt mod, Mcl1-Bid inh
CC(C)NCCCOc1ccc(C(C)(C)c2ccccc2)cc1 is listed with 4, 14, 104, nt, 108, 105, 98, 16, 103, 103, 17
S=C1NC2=C(CCCC2=C2SCCCS2)C(c2ccccc2)N1 (stereo not given) is listed with -57, 7, 92, 6, 93, 92, 90, 20, 89, 94, -23

(listing goes on)
SMILES	Mcl1-Noxa inh	GSH fluor	Rab7 wt modul	Pf gamet viab	Cdc42 wt GTP	HRas wt GTP	Rac1 mut GTP	Avidin fluor	Rac1 wt modul	Rab2A wt mod	Mcl1-Bid inh
N#Cc1c(-c2cccs2)cc(C2CC2)nc1SCC(N)=O	18	11	102	5	103	102	98	10	106	104	17
Cc1nc(Nc2ccncc2)c2oc3ccccc3c2n1	14	12	100	nt	100	101	101	8	104	102	19
COCc1cc(=O)[nH]c(SCC(=O)Nc2ccccc2)n1	18	nt	99	3	100	99	98	21	99	99	-26
COc1ccc(C)cc1NC(=O)CSc1nc(SC)ns1	-1	17	101	14	104	103	99	11	101	104	-32
COc1ccc(CC(=O)c2ccc(OC)c(OC)c2)cc1	9	12	97	7	96	100	99	1	100	101	6
Cc1ccc(OCC(=O)c2cc(C)n(C3CC3)c2C)c([N+](=O)[O-])n1	-1	10	101	nt	101	101	101	22	103	101	-36
Cc1cc(C)cc(N=c2c([N+](=O)[O-])nn(-c3ccc4c(c3)OCCO4)n2O)c1	11	21	106	14	98	99	96	8	101	101	-22
COc1ccc(/C=C/C(=O)OCc2cc(=O)n3c(n2)sc2ccccc23)cc1	-2	13	95	-11	99	95	95	7	96	95	-40
Cn1c(Cc2ccccc2)nnc1SCc1ccc(C(=O)O)cc1	17	10	108	nt	102	102	101	3	102	102	-12
O=C(c1cc(=O)[nH]c2ccccc12)N1CCN(S(=O)(=O)c2ccc3ccccc3c2)CC1	-16	36	103	nt	99	102	103	13	104	102	1
CCOc1cccc(OCCOc2ccccc2[N+](=O)[O-])c1	15	11	97	18	105	100	101	21	104	96	-2
COc1ccc(C(C#N)(CCC#N)CCC#N)cc1OC	12	28	104	32	103	101	98	12	104	100	-9
Cc1ccc(NC(=O)c2cc(NC(=O)C3CC=CCC3C(=O)O)ccc2N2CCOCC2)cc1Cl (stereo not given)	10	8	100	-15	97	99	93	8	98	96	-29
CC(=O)Nc1ccc(NC(=O)[C@@H]2CCCC[C@@H]2C(=O)O)cc1	0	10	95	nt	97	97	97	10	98	97	-15
Cc1cc(Br)c(NC(=O)COC(=O)CSc2nnc(-c3ccc(Cl)cc3)o2)c(Br)c1	6	7	98	nt	103	100	98	14	103	97	-20
c1ccc2c(-c3cn4ccccc4n3)c[nH]c2c1	11	15	111	nt	98	105	98	24	104	100	-31
CNc1ccc(OC(F)F)cc1C(=O)c1ccccc1	0	6	102	nt	102	101	100	3	102	103	-61
COc1ccc2cc(C(=O)Nc3ccccc3)sc(=O)c2c1OC	1	4	98	-3	100	97	99	4	104	98	26
O=C(CCc1nc2ccccc2c(=O)[nH]1)N1CCN(C/C=C/c2ccccc2)CC1	8	11	99	nt	99	98	97	24	102	100	-71
O=C(NCC1CCCO1)c1csc2c1CCCC2 (stereo not given)	10	15	103	12	101	102	99	9	101	101	-31
Cn1c(=O)c2c(nc(NCc3ccccc3)n2Cc2ccc(F)cc2)n(C)c1=O	4	25	101	nt	100	99	97	8	101	100	-12
COc1ccc([N+](=O)[O-])cc1NC(=O)CCCOc1ccccc1	1	9	103	nt	102	102	100	2	103	101	1
Cc1ccc(NC(=O)c2ccc3ccccc3n2)nc1	-2	21	104	nt	97	101	96	13	102	97	-29
CC(=O)Nc1ccc(NC(=O)/C(=C/c2ccco2)NC(=O)c2ccccc2)cc1	11	10	96	10	97	98	97	11	98	97	-46
COC(=O)c1ccccc1C(=O)N1CCOCCN(C(=O)c2ccccc2C(=O)OC)CCOCC1	7	12	100	-4	104	99	97	6	103	96	15
CN(C)S(=O)(=O)c1ccc(NC(=O)CSc2n[nH]c(=O)n2C2CC2)cc1	28	13	107	nt	101	99	98	11	102	101	-10
O=C(Nc1ccccc1)c1ccc2nc(-c3ccco3)c(-c3ccco3)nc2c1	101*	9	99	-3	92	94	95	4	97	90	32
CC(C)NCc1cccc([N+](=O)[O-])c1	4	14	100	-16	103	98	97	6	99	100	-15
CCOC(=O)CSc1nc2ccccc2c(=O)n1-c1ccc(C(=O)NCCOC)cc1	10	23	100	14	102	100	97	25	104	100	-15
O=C(OCC(O)CN1CCCCC1)C12CC3CC(CC(C3)C1)C2 (stereo not given)	9	8	104	-7	100	100	98	13	100	102	-1

An unsorted share of the library. About 3% of those tested had a hit in this group.
